POLK inh = inhibitors of human DNA polymerase kappa | Q9UBT6 | purified Pol kappa, fluorescent DNA synthesis assay, 10 min | Potency, µM (doses to about 107 µM), for inactives: top-dose activity, negative = inhibition, most hits filed as inhibitors | 400,000 tested, 0.53% active | AID 588579; note: potency is the fitted concentration of half-maximal effect; % is set by controls: 0 for no effect and ±100 for the full control effect
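Readout: fluorescence, taken kinetically at 0 and 10 min. Conditions: 10 nM Pol kappa, 15 min RT compound preincubation, 50 nM substrate final. Controls: enzyme-free buffer wells.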
RXFP1 antagonist = RXFP1 (human) relaxin receptor antagonism; AID 1259400; HEK293-RXFP1, relaxin-stimulated cAMP HTRF, 30 min; stronger effect = lower value; Q9HBX9; 350,000 tested, 0.59% active; activity change, negative = inhibition, % at 57.5 µM;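 active = activity change of -60% or lower, but not beyond a set lower limit; inconclusive = change between -60% and -40%, or beyond the set limit; inactive = change above -40%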; note: % is set by controls: 0 for no effect and ±100 for the full control effect
Pol beta inh = blocks human DNA polymerase beta activity. P06746. Pol beta primer extension/strand displacement, fluorescence kinetic. Potency, µM (titrated, usually from 114 µM), for the others: at the top dose activity change, negative = inhibition, hits mostly inhibitors. 340,000 tested, 1.3% active. AID 485314; note: potency is the fitted concentration of half-maximal effect; % is set by controls: 0 for no effect and ±100 for the full control effect
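Preincubation: enzyme (10 nM) with compound, 15 min, RT. Reaction: substrate added to 50 nM final. Reads: 0 and 10 min. Analysis: normalized, Hill fit.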
POLI inh = DNA polymerase iota (human) inhibition. Pol iota fluorescent replication assay, 10 min. 390,000 tested, 1% active. AID 588590. Potency, µM (doses to about 115 µM), for inactives: at the top dose activity, negative = inhibition, actives largely listed as inhibitors; note: potency is the fitted concentration of half-maximal effect
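Pol iota at 10 nM preincubated 15 min with compounds at room temperature; reaction started with fluorescent substrate, 50 nM final. Fluorescence read kinetically at 0 and 10 min; buffer-only wells as negative control.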
BLM helicase inh = blocks DNA unwinding by human BLM helicase; P54132; recombinant BLM DNA unwinding, fluorescence dequenching; Potency, µM (top dose mostly 56.1 µM), inactives show top-dose activity change, negative = inhibition, usual class: inhibitors; 350,000 tested, 0.2% active; AID 2528;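 note: potency is the fitted concentration of half-maximal effect; plate controls were vehicle for no effect and no enzyme for full effect; nearly all actives have a fitted effect of over 35% in size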
PGK inhibitor = blocks T. brucei phosphoglycerate kinase; P07378; PGK/GAPDH coupled, Kinase-Glo luminescence, 60 min; Potency, µM (titrated, usually from 57.5 µM), for inactives: at the highest dose activity change, negative = inhibition, usual class: inhibitors; 380,000 tested, 0.043% active; AID 602233; note: potency is the fitted concentration of half-maximal effect; % is set by controls: 0 for no effect and ±100 for the full control effect; nearly all actives have a fitted effect of over 60% in size
Target sequence (P07378 whole entry, looked up): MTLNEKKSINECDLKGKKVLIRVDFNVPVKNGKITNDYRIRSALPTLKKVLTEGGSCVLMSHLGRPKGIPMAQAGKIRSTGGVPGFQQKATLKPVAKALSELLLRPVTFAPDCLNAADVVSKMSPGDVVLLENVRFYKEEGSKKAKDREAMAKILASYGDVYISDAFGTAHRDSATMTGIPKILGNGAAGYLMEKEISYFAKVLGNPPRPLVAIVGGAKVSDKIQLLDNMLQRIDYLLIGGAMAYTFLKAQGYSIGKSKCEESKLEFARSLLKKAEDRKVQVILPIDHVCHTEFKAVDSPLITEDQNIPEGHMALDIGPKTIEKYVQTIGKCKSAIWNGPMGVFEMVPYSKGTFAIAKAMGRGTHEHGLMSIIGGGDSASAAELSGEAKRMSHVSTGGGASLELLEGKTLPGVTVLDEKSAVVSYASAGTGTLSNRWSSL
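Luminescent ATP detection (Kinase-Glo Plus) follows a 60-minute room-temperature incubation, with wells lacking PGK as controls. Buffer: 100 mM TEA (pH 7.6), 5 mM MgCl2, 0.01% Tween-20. Coupling enzyme GAPDH (100 nM final) supplies unstable 1,3-BPG in-well.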
APEX1 inh = APE1 (human) endonuclease inhibition; recombinant APE1, TAMRA/BHQ-2 abasic DNA cleavage fluorescence; P27695; 350,000 tested, 0.35% active; Potency, µM (doses to about 65.8 µM), for inactives: at the top dose activity change, negative = inhibition, usual class: inhibitors; AID 2517;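 note: potency is the fitted concentration of half-maximal effect; plate controls were vehicle for no effect and reference inhibitor for full effect; nearly all actives have a fitted effect of over 55% in size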
Target sequence (P27695 whole entry, looked up): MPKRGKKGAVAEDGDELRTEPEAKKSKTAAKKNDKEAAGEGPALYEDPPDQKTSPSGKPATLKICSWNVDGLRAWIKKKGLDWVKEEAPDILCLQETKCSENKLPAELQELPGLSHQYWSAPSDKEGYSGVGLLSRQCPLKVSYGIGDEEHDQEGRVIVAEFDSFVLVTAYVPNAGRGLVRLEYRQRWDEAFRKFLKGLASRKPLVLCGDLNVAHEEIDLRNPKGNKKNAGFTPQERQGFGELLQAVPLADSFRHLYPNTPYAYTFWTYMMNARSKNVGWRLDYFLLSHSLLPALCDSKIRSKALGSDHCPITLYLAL
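Activity was derived from the fluorescence gain between first and third kinetic reads (60 s intervals, ex 525/em 598 nm) after 50 nM THF-abasic TAMRA/BHQ-2 duplex was added to 0.75 nM APE1 preincubated 15 min with compound.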
Anesthetic bind = binds horse apoferritin like a general anesthetic; P02791; apoferritin/1-aminoanthracene competitive binding, fluorescence; Potency, µM (series often up to 77.5 µM), for inactives: top-dose activity change, negative = displacement, hits mostly inhibitors; 350,000 tested, 0.074% active; note: potency is the fitted concentration of half-maximal effect; % is set by controls: 0 for no effect and ±100 for the full control effect; nearly all actives have a fitted effect of over 20% in size
Target sequence (P02791 2-175 limits assumed): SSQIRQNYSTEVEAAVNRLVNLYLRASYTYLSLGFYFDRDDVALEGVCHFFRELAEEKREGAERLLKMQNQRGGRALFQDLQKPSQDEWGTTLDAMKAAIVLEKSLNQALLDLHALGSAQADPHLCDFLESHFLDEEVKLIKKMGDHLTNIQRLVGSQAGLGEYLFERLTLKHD
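Apoferritin-based anesthetic binding model; compound displacement of fluorescent 1-AMA measured as endpoint fluorescence after 10 minutes at room temperature, scaled to free-ligand and complex controls.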
Pol eta inh = inhibitors of human DNA polymerase eta. Q9Y253. recombinant Pol eta, fluorescent DNA replication assay. Potency, µM (highest dose often 114 µM), without a hit: top-dose activity change, negative = inhibition, actives largely listed as inhibitors. 390,000 tested, 1.2% active. AID 588591; note: potency is the fitted concentration of half-maximal effect; % is set by controls: 0 for no effect and ±100 for the full control effect
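Fluorescent replication assay: 50 nM final substrate added after a 15 min room-temperature compound preincubation with 10 nM enzyme. Signal taken at 0 min and again at 10 min.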
* = called active by the depositor; i = inactive; ? = inconclusive; nt = not tested or not shown; & = joins results of further samples; ! = not confirmed by another sample; [ ] = dose if it differs, or a comment. Unless noted, calls come from the whole dose curve; as a rule, active = well fitted curve in the direction sought with a large enough effect; inconclusive = small, poorly fitted or top-dose-only effect, or another doubt; inactive = no such curve, though single readings can be large; an effect the other way counts as inactive or inconclusive. These rows are one share of the data (hit frequency here may not be typical).

Under each structure – POLK inh	RXFP1 antagonist	Pol beta inh	POLI inh	BLM helicase inh	PGK inhibitor	APEX1 inh	Anesthetic bind	Pol eta inh
1. Cn1cc(CN2CCCC(CO)(Cc3cccc(Cl)c3)C2)cn1 (stereo not given)
  0%	-2	24%	-7%	13%	-6%	-1%	-8%	-7%
2. CN(Cc1ccccc1)Cc1ccccc1C(O)c1ccccc1 (stereo not given)
  0%	-14	nt	3%	nt	-6%	nt	nt	-14%
3. S=C(NC1CCCCC1)N(CCc1nc2ccccc2[nH]1)C1CCCC1
  2%	-7	-22%	-14%	-6%	-3%	0%	-3%	-15%
4. CC(=O)c1ccc(NC(=O)CN2C(=O)COc3ccc(Cl)cc32)cc1
  3%	-30	5%	-2%	-1%	8%	-2%	-9%	-15%
5. COc1ccccc1OCC(=O)Nc1ccc(S(=O)(=O)N(C)c2ccccc2)cc1
  0%	2	?	55%[activator]	-8%	i	28%	129%[activator]	-24%
6. Nc1cc(=O)[nH]c(SC/C=C/c2ccccc2)n1
  -8%	-1	23%	5%	-5%	3%	17%	-24%	-10%
7. COc1ccccc1CNC(=O)C(C)n1ccc2cc(S(=O)(=O)N3CCCC3)ccc21 (stereo not given)
  3%	-12	18%	8%	-4%	-9%	nt	-15%	-21%
8. COc1cc(NC(=O)CCc2nc(-c3cccs3)no2)cc(OC)c1OC
  -12%&8%	-13&-3	6%&13%	32%&-7%[activator]	1%&-11%	-8%&-9%	-7%	0%&-9%	-17%&-12%
9. O=C(CN1C(=O)COc2ccc(S(=O)(=O)N3CCCCCC3)cc21)N1CCN(c2ccccc2F)CC1
  8%	nt	33%	38%[activator]	-7%	i	nt	-11%	-7%
10. CCN(c1ccccc1)S(=O)(=O)c1ccc(Cl)c(C(=O)OCC(=O)NC(=O)C(C)C)c1
  -9%	-7	0%	11%	-10%	-1%	-8%	-19%	-9%
11. COc1ccc([C@H]2/C=C\CN(S(=O)(=O)/C=C/c3ccccc3)[C@@H](C)C(=O)N2Cc2ccc(F)cc2)cc1
  4%	nt	nt	31%	nt	3%	nt	nt	-17%
12. O=C(Nc1sc2c(c1C(=O)O)CCCC2)c1cccc(Cl)c1
  -8%	-5	?	?	0%	-6%	-8%	-3%	-8%
13. COCc1[nH]nc2c1C(c1ccsc1)C(C#N)=C(N)O2 (stereo not given)
  -7%	-4	24%	28%	1%	-2%	1%	-7%	-8%
14. O=C(c1cccc([N+](=O)[O-])c1)c1ccc2[nH]c(=O)[nH]c2c1
  -3%	2	?	-11%	-12%	-6%	-1%	-4%	-20%
15. Oc1ccc(Br)cc1CNn1cnnc1
  8%	-2	-2%	?	1%	i	3%	-3%	1%
16. O=C(COc1ccc2ccccc2c1)Nc1cccc2c1C(=O)NC2=O
  nt	nt	25%	nt	-4%	nt	22%	-2%	nt
17. CCN1CCN(c2ncnc3c2c(-c2ccccc2)cn3-c2ccc(F)cc2)CC1
  8%	-14	-25%	70%[activator]	1%	-4%	8%	-17%	-18%
18. Cc1ccc(C)c(N2CCN(S(=O)(=O)c3cc(-c4cc(C)no4)ccc3C)CC2)c1
  14%	-22	-1%	16%	-7%	7%	nt	58%[activator]	-8%
19. Cc1cc(-c2ccc(Cl)cc2)c(C#N)c(N)n1
  -6%	-4	-1%	7%	-3%	3%	-3%	-7%	1%
20. Nc1ccc(NC(=O)c2cccs2)cc1
  10%	-2	52%	12%	3%	i	4%	-6%	-15%
21. CC(=O)c1c(C)[nH]c(C(=O)COC(=O)COc2ccccc2F)c1C
  -11%	-10	nt	-19%	nt	-3%	30%	nt	-8%
22. C=CCn1c(SCC(=O)c2c(N)n(C)c(=O)n(C)c2=O)nc2sc(CC)cc2c1=O
  -7%	-7	2%	9%	-2%	-9%	2%	-13%	-3%
23. Cc1c(C)n(CC(O)CN2CCCCCC2)c2ccccc12 (stereo not given)
  -7%	6	0%	11%	4%	-10%	3%	-20%	4%
24. O=C(NN1C(=O)C2C3c4ccccc4C(c4ccccc43)C2C1=O)C1CC1 (stereo not given)
  -5%	-4	0%	31%[activator]	3%	1%	1%	-11%	4%
25. N/C(=N\OC(=O)CSc1ccccc1)c1cccc([N+](=O)[O-])c1
  -25%	-14	-28%	48%[activator]	-10%	i	-16%	?	-8%
26. O=C(/C=C/c1ccc([N+](=O)[O-])o1)NNC(=O)c1ccc(F)cc1
  -19%	1	36%	?	-3%	12%	2%	-13%	79µM*
27. CC1(c2ccccc2)CC(C)(C)n2c(O)c(C3=NC(=S)NC3=O)c3cccc1c32 (stereo not given)
  12%	1	-18%	?	-6%	-5%	5%	-7%	-4%
28. CSCC[C@H](NC(=O)N1CCn2c1nc1ccccc12)C(=O)N[C@@H](C(=O)O)c1ccccc1
  -11%	nt	7%	2%	-1%	-1%	13%	-7%	-6%
29. Cc1cc(C)c(C(=O)Nc2ccc(S(=O)(=O)Nc3ccccn3)cc2)c(C)c1
  -4%	-5	4%	20%	-5%	0%	-1%	-5%	-9%
30. Cc1c(NC(=O)Nc2ccc(Cl)cc2)c(=O)n(-c2ccccc2)n1C
  -18%	-7	1%	-6%	-1%	-7%	-4%	-1%	2%
31. Cc1cc(C(=O)NCc2ccco2)sc1C
  3%	-3	nt	47%[activator]	nt	4%	-4%	nt	-15%
32. COc1ccc(C2(CNC(=O)c3ccc(OCC(C)C)cc3)CCOCC2)cc1
  -8%	0	3%[57.1 µM]	0%	-2%	-1%	13%	-17%	-16%
33. COc1ccc(C2=Nn3c(nnc3-c3ccccc3F)SC2)cc1OC1CCCC1
  50µM*	nt	nt	-10%	nt	-1%	22%&1%	nt	-15%
34. Cc1cccc(CNC(=O)c2ccc(NC(=O)N3CCSc4ccccc43)cc2)c1
  -6%	-8	0%	22%	-6%	7%	nt	-16%	-13%
35. Cc1ccc2sc(N(CCN(C)C)C(=O)/C=C/c3cccs3)nc2c1C
  0%	7	?	-4%	3%	5%	-12%	1%	-2%
36. CC1(C)CC(=O)C2=C(C1)O[C@@]1(CCCCN3C(=O)c4ccccc4C3=O)Cc3ccccc3C2O1
  nt	nt	5%[22.9 µM]	nt	-8%[12.4 µM]	nt	2%[12.4 µM]	?	nt
37. CC1CCc2c(sc3nc(CN4CCOCC4)nc(Sc4ccccc4)c23)C1 (stereo not given)
  -4%	nt	25%	5%	-6%	3%	2%	-1%	-17%
38. Cc1cc(C)nc(SCC(=O)Nc2nonc2N)n1
  -1%	8	2%	57%[activator]	-4%	-6%	3%	-4%	-7%
39. CC(C)CC1(C)NC(=O)N(CC(=O)N2C(C)CCCC2C)C1=O (stereo not given)
  -8%	3	nt	7%	nt	8%	-7%	nt	0%
40. COc1ccc(Nc2ncc(C(=O)O)c3ccccc23)cc1
  -6%	-2	3%	?	0%	-3%	-3%	-7%	-10%
41. O=C(CCCCCCN1C(=O)c2ccccc2C1=O)N1CCC(c2ccccc2)C1 (stereo not given)
  -5%	-11	-20%	-2%	-5%	-7%	10%	-23%	-11%
42. Cc1cc(NC(=O)c2ccccc2C)ccc1NC(=O)c1ccccc1Cl
  -1%	11	5%	-7%	2%	i	2%	-1%	-9%
43. CCCCc1cc(=O)oc2cc(OC3CCCCC3=O)ccc12 (stereo not given)
  1%	0	-3%	-6%	-2%	nt	2%	-1%	-4%
44. O=C(/C=C/c1ccc(Br)cc1)c1ccco1
  -9%	-13	-17%	?	-4%	-3%	0%	-10%	2%
45. CCCCCCCCCCC/C=C\C(C)(C)/C=C\CCCC(=O)O
  27µM*!	nt	32µM*	28µM*	-3%	nt	-2%&-6%&-2%	nt	28µM*
46. CN(C)c1ccc(C(CNC(=O)c2ccc(F)cc2)c2c[nH]c3ccccc23)cc1 (stereo not given)
  -7%	-1	6%	?	-14%	-3%	?	-2%	?
47. Cc1ccc2[nH]c(=O)c(-c3nc4ccccn4c3NCc3ccco3)cc2c1
  ?	28	-10%	-16%	-6%	-7%	-5%	-19%	5%
48. C=CCN1C(=O)C(Cc2ccccc2)SC1=Nc1ccc(C(=O)O)cc1 (stereo not given)
  3%	-9	17%	17%	-12%	-2%	7%	-5%	-24%
49. CCOc1ccc(NC(=O)CC2C(=O)N(c3ccc(OC)cc3)C(=O)N2CCc2cccs2)cc1 (stereo not given)
  -16%	2	-6%	1%	-4%	6%	-10%	-15%	-15%
50. Cc1ccc(N(C(=O)CCC(=O)Nc2cc(C)on2)C(C(=O)NC2CCCC2)c2cccs2)cc1 (stereo not given)
  -2%	12	-1%	3%	-6%	8%	-8%	-23%	-13%
51. Cc1nn(C(C)C(=O)NCCN2CCCCCC2)c(=O)c2nn(-c3ccccc3)c(C)c12 (stereo not given)
  -7%	-17	26%	-20%	4%	0%	-2%	-16%	6%
52. CCCN1C(=O)SC(CC(=O)Nc2cccc3ccccc23)C1=O (stereo not given)
  -11%	-9	-1%	-3%	-3%	-7%	7%	-7%	-21%
53. CN1CCN(c2nc3c(c(=O)[nH]c(=O)n3C)n2CCSc2ncccn2)CC1
  nt	nt	21%	nt	0%	nt	9%	-16%	nt
54. O=C(CCC(=O)N1CCCC1)Nc1ccc(Cl)c(Cl)c1
  -3%	8	38%	-12%	-5%	-1%	23%	-13%	5%
55. Cc1cccc(-n2c(=O)c3c(c4cc(C)ccc4n3C)n(CC(=O)NCC3CCCO3)c2=O)c1 (stereo not given)
  7%	nt	36%	-3%	-5%	-3%	nt	-11%	1%
56. Cc1ccc([N+](=O)[O-])cc1N/C=C/C(=O)c1ccco1
  -5%	16	-4%	11%	0%	nt	-1%	?	-1%
57. CCn1c(SCC(=O)N(C)CC(=O)Nc2ccc(F)c(F)c2F)nnc1-c1ccco1
  -11%	-15	0%	-3%	0%	-3%	-12%	-17%	-15%

Screening data: PubChem BioAssay, National Center for Advancing Translational Sciences (NCATS)
